Screening data (PubChem)
Mcl1-Noxa inh = Mcl-1/Noxa binding inhibitors, primary screen, biochemical, TR-FRET, 1536-well; AID 1022, 2008; inhibition, % at 21.7 µM; 1.5% of 220,000 active; TR-FRET Mcl-1/Noxa peptide binding, 2 h; Induced myeloid leukemia cell differentiation protein Mcl-1 (Homo sapiens), Q07820;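 active means compounds that cut the protein-peptide binding signal by more than 50% relative to plate controls in a single-dose test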;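 further: His-tagged Mcl-1 with rhodamine Noxa BH3 peptide and terbium anti-His antibody; 0% = Mcl-1 plus Noxa peptide wells and 100% = peptide-only wells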
Target sequence (Q07820 whole entry, looked up): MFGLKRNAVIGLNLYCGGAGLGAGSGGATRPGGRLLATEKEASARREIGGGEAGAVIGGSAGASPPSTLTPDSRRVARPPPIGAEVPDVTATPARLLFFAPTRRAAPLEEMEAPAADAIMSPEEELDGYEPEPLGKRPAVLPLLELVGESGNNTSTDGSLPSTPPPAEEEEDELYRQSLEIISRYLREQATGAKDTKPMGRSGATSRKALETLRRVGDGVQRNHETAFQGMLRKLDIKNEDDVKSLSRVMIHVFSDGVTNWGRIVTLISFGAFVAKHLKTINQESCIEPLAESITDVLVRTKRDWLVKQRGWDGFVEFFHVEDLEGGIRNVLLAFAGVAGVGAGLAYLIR
Avidin fluor = green autofluorescence of compounds with avidin beads – biophysical, 488/530 nm, flow cytometry, artefact control, profiling panel; compound fluorescence 488/530 nm; active compounds read high; fluorescence (KMESF) at 10 µM; 0.38% of 220,000 active; in the data active means fluorescence above about 47; further: inactives centre near 10
Pf gamet viab = late stage P. falciparum gametocyte viability inhibitors, primary screen, ATP luminescence, HTS; P. falciparum stage V gametocytes, 24 h; inhibition, % at 10.9 µM; 0.065% of 150,000 active; AID 743093, 2013;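 active means inhibition above the mean plus 3 SD of compounds within the control limits, set per campaign, cut at about 38% in these data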;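 further: 0% = DMSO wells and 100% = medium only without gametocytes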
Numbers without * were called inactive; & = joins results of further samples. An excerpt; the hit share may differ from the screen's.

Sequence of screens – Mcl1-Noxa inh	Avidin fluor	Pf gamet viab
> c1ccc(CN(Cc2ccccc2)c2ncnc3c2nnn3Cc2ccccc2)cc1
  -2	7	11
> Cc1ccc(-c2[nH]c3cc(C(N)=O)ccc3c(=O)c2O)cc1
  -96	7	-10
> CCOC(=O)c1sc(NC(=O)c2cccc(S(=O)(=O)N3CCc4ccccc43)c2)c(C#N)c1C
  6	9	0
> CCC(=O)c1ccc(OCC(=O)c2ccc3c(c2)NC(=O)CO3)cc1
  -15	6	7
> CN1CCN(CC(=O)Nc2c(C#N)cnn2-c2ccccc2)CC1
  5	27	-3
> NC(=O)N/N=C/c1cn(CC(=O)Nc2ccc(F)cc2)c2ccccc12
  -10	5	-5
> CC(C)n1c(O)c(/C=C2\C=NN=C2c2ccccc2)sc1=S
  66*	5	-26
> CC(C)c1ccc(NC(=O)CSc2n[nH]c(=O)n2-c2ccc3c(c2)OCCO3)cc1
  -8	5	1
> COc1cc(OC)cc(C(=O)NCCSc2c[nH]c3ccccc23)c1
  0	8	-4
> NS(=O)(=O)c1ccc(NC(=O)C(=O)NCCC(=O)O)cc1
  -7	8	10
> Cc1ccc(C(=O)O/N=C2/CC3CCC2(C)[C@@]3(C)CBr)cc1 (some centres undefined)
  15	4	-2
> COc1ccc(/C=N/n2cncn2)cc1Cn1cc([N+](=O)[O-])cn1
  24	3	18
> CC(C)C(=O)NC(CC(=O)O)c1ccccc1 (centres undefined)
  10	6	13
> O=C(CCn1c(=S)oc2ccccc21)N1CCN(c2ccc(F)cc2)CC1
  1	6	-2
> CCCCNc1nc2sc3c(c2c(=O)n1-c1cccc(Cl)c1)CCN(C)C3
  -1	10	7
> CC(C)c1nc2sc(C(=O)O)c(N)c2c2c1CCCC2
  7	3	11
> N#Cc1ccc(S(=O)(=O)N2CCCN(c3ccc(C(F)(F)F)cn3)CC2)cc1
  -2	6	-14
> S=c1nc2ccccc2c2nc(-c3cccnc3)[nH]n12
  37	8	16
> CN=C1SC(CC(=O)Nc2ccc(F)cc2F)C(=O)N1/N=C(\C)c1cccc(OCC(=O)O)c1 (centres undefined)
  0	9	-3
> COc1ccc(CNC(=O)C2CCC(CNc3c(N4CCCCC4)c(=O)c3=O)CC2)cc1 (centres undefined)
  9	0	18
> Cc1occc1C(=O)N/N=C/c1ccc(OCc2ccccc2)cc1
  13	7	-20
> CCOC(=O)N1CCN(c2cc(=O)n(C)c(=O)n2C)CC1
  0	7	11
> COc1ccc(NC(=O)c2onc(C)c2Cl)cc1
  -1	10	-8
> N/C(CCS(=O)(=O)c1ccc(Cl)cc1)=N\OC(=O)c1ccc(Cl)cc1
  7	7	-2
> CCCCCCCCSc1nnc(/N=C/N(C)C)s1
  -7	7	7
> CCc1cc2c(SCc3nc4sc(C(C)=O)c(C)c4c(=O)[nH]3)ncnc2s1
  37	2	-1
> COc1ccc(N(CC(=O)N/N=C/c2ccco2)S(=O)(=O)c2ccccc2)cc1Cl
  0	8	7
> COc1ccc(CNCC(=O)Nc2cc(C)nn2-c2nc(C)cc(C)n2)cc1OC
  9	8	-13
> Nc1c(C(=O)OCC(=O)Nc2ccc(Cl)cc2[N+](=O)[O-])[nH]c(=O)[nH]c1=O
  5	7	-1
> NCCc1c(C(=O)O)[nH]c2ccc([N+](=O)[O-])cc12
  1	8	-9

3 entries from above in another layout:
compound	Mcl1-Noxa inh	Avidin fluor	Pf gamet viab
COc1ccc(N(CC(=O)N/N=C/c2ccco2)S(=O)(=O)c2ccccc2)cc1Cl	0	8	7
Cc1ccc(-c2[nH]c3cc(C(N)=O)ccc3c(=O)c2O)cc1	-96	7	-10
CCOC(=O)c1sc(NC(=O)c2cccc(S(=O)(=O)N3CCc4ccccc43)c2)c(C#N)c1C	6	9	0

Next results follow.
Sequence of screens – Mcl1-Noxa inh	Avidin fluor	Pf gamet viab
> CC(=O)Nc1ccc(Nc2ccccc2)cc1
  -5	6	-10
> O=C(c1ccc(Br)cc1)N(c1ccccn1)C1CCCCC1
  10	7	26
> Cc1nc(N)sc1C(=O)NN
  13	10	-9
> Cc1cc(C)cc(NC(=O)c2ccc(CNc3c(N4CCCC4)c(=O)c3=O)cc2)c1
  -5	7	-2
> CCN(CC)S(=O)(=O)c1ccc2c(c1)N(CC(=O)NCc1ccccn1)C(=O)CO2
  27	8	22
> C=CCOc1ccc(/C=C2\SC(=S)N(C(C(=O)O)c3ccccc3)C2=O)cc1 (centres undefined)
  72*	7	13
> Cc1nn(C)c(Cl)c1CN1CCN(CCC(C)C)C(CCO)C1 (centres undefined)
  -10	4	11
> Cc1ccc(CN2C(=O)N/C(=C/c3ccc(-c4ccc(C(=O)O)cc4)o3)C2=O)cc1
  66*	7	-28
> CCOC(=O)c1cc(-c2ccccc2)n[nH]1
  1	5	15
> Cc1ccc(N2C(=O)N(C(C)C)C(C)(C)CC2(C)O)cc1 (centres undefined)
  -11	13	1
> CCOC(=O)C1CCN(C(=O)c2cccnc2Oc2ccccc2)CC1
  3	8	-1
> CCCOc1ccc(C(=O)CCC(=O)OCC(=O)Nc2ccc(OCC)cc2)cc1
  17	9	4
> CNc1ncnc(Sc2ccc(Cl)cc2)c1[N+](=O)[O-]
  10	3	1
> O=C(Cc1nc2ccccc2[nH]1)c1cccc([N+](=O)[O-])c1
  -68	5	13
> CCc1ccc2c(c1)c1nnc(NN)nc1n2C
  3	9	-8
> COc1ccc(NC(=O)c2sc3nc(-c4cccnc4)ccc3c2N)cc1
  43	3	22
> O=C(c1cccc([N+](=O)[O-])c1)N1CCCC(C(=O)N2CCCCCC2)C1 (centres undefined)
  -6	5	11
> CCOC(=O)c1cc(C#N)c(C)nc1N(CC)CC
  -13	6	9
> COc1ccc(C(C(=O)NC(C)(C)C)N(C(=O)Cn2nnc3ccccc32)c2cccc(C(C)=O)c2)cc1O (centres undefined)
  6	8	-1
> CCc1cc2c(SCC(=O)N(C)C3CCS(=O)(=O)C3)ncnc2s1 (centres undefined)
  8	11	-3
> CN1CCCC(OC(=O)c2ccc(Cl)cc2)C1 (centres undefined)
  0	8	1
> CC(C)(C)NC(=O)N1CCCN(c2ccc(C(F)(F)F)cn2)CC1
  13	9	-7
> COc1cccc(/C=C2\Oc3cc(OC(=O)N4CCOCC4)ccc3C2=O)c1
  -2	8	0
> CC1=NNC(=O)C1Oc1ccccc1 (centres undefined)
  -3	6	11
> O=C(Nc1ccc(F)cc1)N1CCCN(c2ccc(C(F)(F)F)cn2)CC1
  31	8	-1
> N=c1ccn(Cc2c(Cl)cccc2Cl)cc1
  -6	9	-18
> COc1ccc(OC)c(C(=O)c2ccc(Cl)cc2)c1
  7	7	14
> Cc1no[n+]([O-])c1COc1cccc(/C=N/Nc2nncn2N)c1
  4	5	6
> O=[N+]([O-])/C=C1\CCCCCN1
  5	7	19
> COc1ccc(/C(C)=N/Nc2nc3ccccc3nc2C)cc1
  -12	5	8
> CN(C(=O)c1ccc2nccnc2c1)C1CCCCC1
  4	7	3
> Cc1ccc(-n2nc(C)c3c(C)onc3c2=O)cc1
  5	7	5
> CC(=N)c1c(O)c2ccccc2oc1=O
  -2	8	-21
> CCOc1ccc(NCc2cc3cc(OC)ccc3[nH]c2=O)cc1
  5	7	4
> CCOc1ccc2oc(C(=O)OCC(=O)NC(=O)NC)c(C)c2c1
  -21	6	-5
> O=C(O)CC12CC3CC(C1)CC(n1ncc(NCc4ccco4)c(Cl)c1=O)(C3)C2
  8	5	2
> CN(C)C(=O)CN1CCN(Cc2nc(CC3CC3)no2)CC1
  2	5	-4
> CCCCc1ccc(N/C(N)=N/c2nc(C)cc(C)n2)cc1
  14	3	-12
> NNC(=O)c1ccc(CSc2n[nH]c(=O)[nH]c2=O)cc1
  9	11	13
> CCOC(=O)C(c1ccccc1)C(Nc1ccc(Cl)c(Cl)c1)c1ccccn1 (centres undefined)
  9	6	-19
> CN(C)c1cccc2cccc(N(C)C)c12
  10	3	18
> Cc1ccc(C(=O)O/N=C(\N)Cc2ccc([N+](=O)[O-])cc2)c(Cl)c1
  -1	10	7
> CCOC(=O)c1sc(NC(=O)CN2C(=O)NC3(CCCCCCC3)C2=O)c(C(=O)OCC)c1C
  -48	6	9
> CCOc1ccc(-c2nc(CN3CCCCC3CCn3cccn3)c(C)o2)cc1 (centres undefined)
  15	5	16
> NC(=O)N/N=C/c1cc(F)cc(F)c1
  9	3	-4
> O=C(N1CCCCC1)N1CCC(c2nc3ccccc3[nH]2)CC1
  17	7	13
> O=C(Nc1ccccc1)[C@@H]1[C@@H]2C(=O)N(c3ccc(F)cc3)C(=O)[C@@H]2[C@H]2C=CC=NN21
  12	3	6
> O=C1CC(Nc2cc(=O)[nH]c(=O)[nH]2)C(=O)N1c1ccccc1Cl (centres undefined)
  -25	9	-17
> COC(=O)c1ccc(S(=O)(=O)N(CCO)Cc2ccccc2)n1C
  -1	6	9
> COC(=O)c1sc(-c2cccs2)cc1NC(=O)/C=C/C(=O)O
  25	8	-8
> CCN1CCCC1Cn1cnc2c([nH]c3ccc(OC)cc32)c1=O (centres undefined)
  3	5	16
> Oc1ccc2ccccc2c1N=Nc1ccc(F)cc1
  19&11	9&7	18
> COC(=O)c1ccc(NC(=O)C2CC(=O)OC2c2ccccc2)cc1 (centres undefined)
  -16	4	-1
> Oc1[nH]c2ccc(Br)cc2c1N=NC(=S)N1CCOCC1
  -62	4	13
> CCN(CC)C(=S)SCC(=O)Nc1ncc2c(n1)CCCC2=O
  -7	7	5
> COc1ccccc1NS(=O)(=O)c1cc(NC(=O)c2cc(=O)[nH]c3ccccc23)ccc1N1CCOCC1
  9	7	4
> CN(C)c1ccc(P(=O)(OCc2ccccc2)C(O)c2ccccc2)cc1 (centres undefined)
  4	12	2
> COc1ccc(C(=O)COc2ncnc3cc(Cl)ccc23)cc1
  -12	8	-21
> CC(C)C(=O)Nc1c(-c2ccccc2)c(=O)c2ccccc2n1C
  2	9	-9
> Cc1ccc(N2CC(=O)Nc3c(sc4nc(C)cc(C)c34)C2=O)cc1
  5	6	6

Copied from the list:
Reading of COC(=O)c1ccc(S(=O)(=O)N(CCO)Cc2ccccc2)n1C in Pf gamet viab: 9
Reading of O=C1CC(Nc2cc(=O)[nH]c(=O)[nH]2)C(=O)N1c1ccccc1Cl (centres undefined) in Avidin fluor: 9
Reading of COC(=O)c1ccc(NC(=O)C2CC(=O)OC2c2ccccc2)cc1 (centres undefined) in Pf gamet viab: -1
Reading of CN(C)C(=O)CN1CCN(Cc2nc(CC3CC3)no2)CC1 in Pf gamet viab: -4
Reading of CCN(CC)C(=S)SCC(=O)Nc1ncc2c(n1)CCCC2=O in Mcl1-Noxa inh: -7
Reading of CCOc1ccc(-c2nc(CN3CCCCC3CCn3cccn3)c(C)o2)cc1 (centres undefined) in Pf gamet viab: 16
Reading of COc1ccccc1NS(=O)(=O)c1cc(NC(=O)c2cc(=O)[nH]c3ccccc23)ccc1N1CCOCC1 in Pf gamet viab: 4

One compound at a time, from the list above. Order of values: Mcl1-Noxa inh | Avidin fluor | Pf gamet viab
Cc1ccc(CN2C(=O)N/C(=C/c3ccc(-c4ccc(C(=O)O)cc4)o3)C2=O)cc1 across the screens: 66* | 7 | -28
O=[N+]([O-])/C=C1\CCCCCN1 across the screens: 5 | 7 | 19
NNC(=O)c1ccc(CSc2n[nH]c(=O)[nH]c2=O)cc1 across the screens: 9 | 11 | 13
CC(C)C(=O)Nc1c(-c2ccccc2)c(=O)c2ccccc2n1C across the screens: 2 | 9 | -9
CCOc1ccc(-c2nc(CN3CCCCC3CCn3cccn3)c(C)o2)cc1 (centres undefined) across the screens: 15 | 5 | 16

Further structures follow.
Sequence of screens – Mcl1-Noxa inh	Avidin fluor	Pf gamet viab
> Cc1nc(-c2nnc(SCC(=O)Nc3cc(C(F)(F)F)cc(C(F)(F)F)c3)n2C)cs1
  -19	7	-2
> Cc1cc(NC(=O)CCOc2ccc(F)cc2)no1
  3	7	21
> O=C(CC1C(=O)NCCN1Cc1ccc(Cl)c(F)c1)NCC1CCOCC1 (centres undefined)
  -23	4	0
> Cn1nnnc1Sc1ccc(C(=O)O)cc1[N+](=O)[O-]
  18	4	-6
> COC(=O)c1cc(C)cc(=O)o1
  1	3	-5
> COc1ccccc1N1CCN(C(=O)Cn2cnc3c2c(=O)n(C)c(=O)n3C)CC1
  7	11	-18
> c1ccc(-c2c[n+]3c(n2-c2ccccc2)SCC3)cc1
  -4	10	-3
> O=C(CCCCCN1C(=O)c2cccc3cccc(c23)C1=O)NC1CCS(=O)(=O)C1 (centres undefined)
  15	7	-3
> CCOC(=O)c1c(NCCN(C)C)c2ccccc2[nH]c1=O
  -16	7	-5
> O=C1CCC/C(=N/NC(=O)c2sc3ccccc3c2Cl)C1
  -51	6	2
> Cn1c2ccccc2c2cnn(CC(=O)Nc3ccccc3Br)c(=O)c21
  -83	17	8
> CC(=O)N1N=C(c2cccc([N+](=O)[O-])c2)OC1c1ccc(Br)cc1 (centres undefined)
  -8	5	2
> O=C(c1ccco1)N(Cc1ccc2c(c1)OCO2)Cc1cc2cc3c(cc2[nH]c1=O)OCO3
  -5	8	-21
> CCO/N=C(\N)c1[nH]ncc1Br
  -8	3	23
> Cc1nc(N2CCOCC2)nc(Oc2ccccc2)c1[N+](=O)[O-]
  7	8	3
> C/C=C\C=C/C(=O)Nc1cccc(C2=NOC3(C2)C[C@@H](C(N)=O)N(C(=O)COc2ccc(Cl)cc2)C3)c1 (some centres undefined)
  30	12	-19
> CC(C)(C)Sc1ccc([N+](=O)[O-])cc1C(=O)Nc1ccncc1
  2	8	16
> O=C(c1ccccc1F)N1CCCC(C(=O)N2CCc3ccccc3C2)C1 (centres undefined)
  -4	8	-14
